Assay outcomes (PubChem)
PMI act satM6P – PMI (human) activation, high substrate. coupled PMI enzyme assay, resazurin fluorescence, 20 min; stronger effect = higher value; 1 = untreated enzyme, 0 = substrate-free blank. activation factor at 20 µM. 190,000 compounds, 0.34% hits. AID 1216;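 active = activation factor of 2 or more at 20 µM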
Target sequence (P34949 whole entry, looked up): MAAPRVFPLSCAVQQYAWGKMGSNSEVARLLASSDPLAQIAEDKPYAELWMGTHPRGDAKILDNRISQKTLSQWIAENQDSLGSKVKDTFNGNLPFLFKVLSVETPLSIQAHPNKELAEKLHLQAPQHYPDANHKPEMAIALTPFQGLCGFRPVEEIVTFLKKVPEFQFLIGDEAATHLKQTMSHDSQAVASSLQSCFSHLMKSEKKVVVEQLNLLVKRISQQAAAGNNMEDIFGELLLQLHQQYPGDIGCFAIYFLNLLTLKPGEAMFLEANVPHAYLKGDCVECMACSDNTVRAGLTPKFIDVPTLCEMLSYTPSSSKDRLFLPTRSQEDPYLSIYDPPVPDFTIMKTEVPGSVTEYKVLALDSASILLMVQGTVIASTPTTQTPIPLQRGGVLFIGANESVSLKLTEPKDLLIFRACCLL
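Material: human phosphomannose isomerase with PGI, G6PDH, diaphorase coupling enzymes / Reagent: Man-6-P substrate 1.0 mM / Dosing: single compound dose of 20 µM, 1% DMSO final / Incubation: enzyme reaction with compound 20 min at room temperature / Signal: resorufin fluorescence (Ex 544/Em 590 nm) from resazurin via diaphorase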
ROMK mod – human ROMK K+ channel modulation, primary screen; P48048; Tet-inducible ROMK, thallium flux fluorescence; actives lie on both sides; B-score at 10 µM; 130,000 compounds, 2% hits;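 active = signal ratio slope over the read window, or its plate-corrected B-score, at least 3 SD from the plate mean, either direction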;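 note: B-score of the F/F0 ratio slope over 7 to 12 s after thallium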
Target sequence (P48048 whole entry, looked up): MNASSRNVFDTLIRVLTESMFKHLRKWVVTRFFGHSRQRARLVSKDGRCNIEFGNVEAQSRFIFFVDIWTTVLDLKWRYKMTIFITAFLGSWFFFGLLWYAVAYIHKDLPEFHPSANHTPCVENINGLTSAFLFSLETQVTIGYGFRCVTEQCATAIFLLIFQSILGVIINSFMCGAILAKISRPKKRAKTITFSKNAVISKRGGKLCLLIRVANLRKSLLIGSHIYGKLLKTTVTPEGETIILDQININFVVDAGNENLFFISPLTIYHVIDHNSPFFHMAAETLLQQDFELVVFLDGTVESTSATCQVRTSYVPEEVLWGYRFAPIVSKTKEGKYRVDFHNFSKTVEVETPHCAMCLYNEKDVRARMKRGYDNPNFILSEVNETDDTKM
PPARg SRC-2 ag – PPARgamma-driven SRC-2 recruitment agonism; P37231; PPARgamma LBD-SRC-2 recruitment, biochemical; activation, % at 8 µM; 200,000 compounds, 0.34% hits; in the data active = activation above about 22%;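 note: 0% = vehicle and 100% = reference agonist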
PPARg SRC-3 ag – PPARgamma-driven SRC-3 recruitment agonism; activation, % at 8 µM; AID 731; 200,000 compounds, 0.26% hits; P37231; biochemical PPARgamma/SRC-3 coactivator recruitment assay; in the data active = activation above about 23%;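 note: 0% = DMSO and 100% = reference agonist; some compounds past the cut are filed as inactive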
Diaph inh CS – inhibits diaphorase or chemically oxidizes, flagging diaphorase assay artifacts. diaphorase resazurin-to-resorufin fluorescence, NADH, 16 min; bacterial (C. kluyveri) enzyme, not human. inhibition, % at 20 µM. 190,000 compounds, 0.69% hits. AID 1217;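 active = primary screen inhibition at 20 µM above a set limit, cut at about 50% in these data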;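 note: plate controls were DMSO with full reaction for no effect and wells lacking NADH for full effect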
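Assay system: diaphorase enzyme from Clostridium kluyveri; Input: enzyme working solution with 0.14 U/mL diaphorase; Timing: 16 min at room temperature; Technique: resorufin fluorescence, excitation 544 nm, emission 590 nm; Benchmarks: positive control minus NADH, DMSO neutral control.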
S1P3 antag – antagonists of human S1P3 receptor | Q99500 | CHO S1P3 NFAT-BLA reporter, FRET fluorescence, antagonist mode | inhibition, % at 4.98 µM | 170,000 compounds, 0.27% hits | AID 485;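 active = inhibition above the plate cutoff, the mean inhibition of test wells on that plate plus 3 SD, cut at about 28% in these data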;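 note: cells challenged with S1P at its EC80 of 0.8 µM; blue over green emission ratio from cleaved BLA substrate after 4 h stimulation; 0% = S1P-stimulated wells and 100% = unstimulated DMSO-only wells; some compounds past the cut are filed as inactive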
SRC2 TRFRET art – flags TR-FRET format artefacts in PPARgamma SRC-2 recruitment agonist screen | TR-FRET artefact counter-screen; stronger effect = higher value | TR-FRET ratio at 8 µM | 200,000 compounds, 0.4% hits | AID 1049; in the data active = TR-FRET ratio above about 2000; note: inactives centre near 1500
Diaphorase act – diaphorase activation or chemical reduction counter-screen. Diaphorase/resazurin coupled assay, resorufin fluorescence, 16 min; stronger effect = higher value; 1 = vehicle wells, 0 = NADH-free wells. activation factor at 20 µM. 190,000 compounds, 0.005% hits. AID 1229;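 active = diaphorase activity raised at least twofold by the compound at 20 µM; inactive = activation factor below 2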
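Material: bacterial diaphorase enzyme (C. kluyveri); amount: enzyme 0.07 U/mL final; reagent: NADH substrate 0.114 mM plus resazurin dye 0.1 mM, final; doses: single compound dose of 20 µM, 1% DMSO final; timing: 16 min enzyme reaction, ambient temperature; measured by: fluorescence of resorufin, 544 nm excitation, 590 nm emission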
PPARg SRC1 recr – PPARgamma-driven SRC-1 recruitment agonism. PPARgamma-SRC-1 coactivator recruitment biochemical assay. activation, % at 8 µM. 200,000 compounds, 0.41% hits. AID 631; in the data active = activation above about 19%;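 note: 0% = DMSO and 100% = reference agonist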
G6PDH CS – inhibits Leuconostoc G6PDH, flagging false hits in G6PDH-based assays. Purified L. mesenteroides G6PDH, diaphorase/resazurin coupled fluorescence, 45 min. inhibition, % at 5 µM. 200,000 compounds, 0.12% hits; in the data active = inhibition above about 50%
PMI activator – increases human mannose-6-phosphate isomerase activity. P34949. AID 1214. purified human PMI, coupled resazurin fluorescence, 20 min; stronger effect = higher value; 1 = vehicle control, 0 substrate-free wells. 190,000 compounds, 0.005% hits. activation factor at 20 µM;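 active = activation factor of 2 or more at 20 µM, relative to plate controls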
The depositor's hits bear a star; . = no result given.

SMILES	PMI act satM6P	ROMK mod	PPARg SRC-2 ag	PPARg SRC-3 ag	Diaph inh CS	S1P3 antag	SRC2 TRFRET art	Diaphorase act	PPARg SRC1 recr	G6PDH CS	PMI activator
CCOC(=O)NC1(NC(C)C)Oc2ccccc2O1	0.9	1.3	10	5	5	.	1613	0.9	6	14	0.9
CCC[n+]1c(C)sc2c3c(ccc21)CCCC3	1.3	-0.18	4	3	29	-10	1720	0.7	0	12	0.8
CC(C)(C)OC(=O)NCCc1nnc(SCc2ccccc2Cl)o1	1	.	8	0	12	9	1680	0.9	2	4	1
O=C(COc1ccc(Br)cc1)N/N=C1/SCC(=O)N1Cc1ccco1	0.9	-0.48	10	4	2	4	1806	1	2	9	0.9
Cc1ccccc1OCC(=O)Nn1c(COc2ccccc2)nc2ccccc2c1=O	0.9	-0.0067	3	3	10	.	1634	0.9	-3	6	0.8
Cc1ccc(NC(=O)Cn2c(=O)n(CCCC(=O)NCc3ccco3)c(=O)c3ccccc32)cc1	0.9	.	6	5	7	15	1565	0.9	12	6	0.9
Cn1c(SCC(=O)N2CCCc3ccccc32)nc2cccnc21	1.1	.	4	4	5	.	1729	0.9	4	8	1.1
CCCCNC(=O)c1ccc(Cn2c(=S)[nH]c3c([nH]c4ccc(OC)cc43)c2=O)cc1	1.2	.	8	5	-2	-1	1806	1	8	-5	1
O=C(O)c1ccc(CNCc2ccc(Cl)cc2Cl)cc1	1.2	.	-4	-7	12	.	1351	0.9	0	-3	1.1
CN(C)/C=C/C(=O)c1ccccc1OCc1cnc(Cl)s1	0.9	-0.0042	5	1	11	-12	1586	0.9	-1	10	0.9
COc1ccc(C)cc1NC(=O)CCC(=O)Nc1nnc(C(F)(F)F)s1	1	.	3	-4	-1	.	1434	1	4	-2	1
Cn1c(SC(C(=O)Nc2ccc(F)cc2)c2ccccc2)nc2ccccc21 (stereo not given)	1	.	-6	-8	12	3	1533	0.9	7	6	0.9
CC(=O)c1cccc(CN2CCCC(C(=O)c3ccc4c(c3)OCO4)C2)c1 (stereo not given)	1	-0.24	1	2	3	-5	1652	1	-2	13	0.9
COC(=O)/C=C/C(=O)Nc1ccc(O)c(Cl)c1	1	0.23	7	2	6	-19	1561	0.9	6	7	1.2
CCCC1C2C(=O)N(c3ccc(OC)cc3)C(=O)C2ON1c1ccccc1 (stereo not given)	0.9	0.57	11	10	15	.	1580	0.9	8	5	0.9

Next section, overlapping the part above by 2 compounds.
SMILES	PMI act satM6P	ROMK mod	PPARg SRC-2 ag	PPARg SRC-3 ag	Diaph inh CS	S1P3 antag	SRC2 TRFRET art	Diaphorase act	PPARg SRC1 recr	G6PDH CS	PMI activator
COC(=O)/C=C/C(=O)Nc1ccc(O)c(Cl)c1	1	0.23	7	2	6	-19	1561	0.9	6	7	1.2
CCCC1C2C(=O)N(c3ccc(OC)cc3)C(=O)C2ON1c1ccccc1 (stereo not given)	0.9	0.57	11	10	15	.	1580	0.9	8	5	0.9
c1ccc(CCNc2nc(-c3ccncc3)cs2)cc1	1	-0.87	-2	-2	8	7	1285	0.9	-5	-7	1
COc1cc(C=O)ccc1OS(=O)(=O)c1ccccc1[N+](=O)[O-]	1	.	9	0	6	1	1487	0.9	-4	-11	0.8
CCN(CC)S(=O)(=O)c1cc(C(=O)NCCN2CCOCC2)ccc1Cl	1.2	0.03	8	4	-9	-9	1521	1.1	-6	0	1.2
CC(C)Sc1cc(N2CCCC2)nc(-c2ccccc2)n1	1	.	5	7	21	.	1611	0.8	1	2	0.9
CC(C)(C)c1ccc(C(=O)NNc2cc(N3CCCCC3)nc(N3CCCCC3)n2)cc1	0.8	.	9	6	18	.	1593	0.8	6	-20	0.9
O=C(CS(=O)(=O)Cc1ccccc1)Nc1ccccn1	1.2	1.1	7	-2	5	4	1534	0.9	2	7	1.2
CCN(CC(=O)NCc1ccc(F)cc1)C(=O)/C=C/c1ccco1	1.1	-0.65	7	5	-10	-23	1732	1.1	5	4	1.1
CCNc1nc(NC(C)C)nc(Oc2ccc(OCc3ccccc3)nn2)n1	1.1	.	5	7	2	.	1516	1	4	1	1.1
Cc1ccccc1N1C(=O)C(Oc2ccc(Cl)cc2)C1CNCC1CCCO1 (stereo not given)	1	-2.2	0	0	4	11	1310	1	-1	5	1.1
CCc1cccc2c(C(=S)N3CCOCC3)c[nH]c12	1.1	-0.34	1	0	-2	-19	1678	1	4	5	1
Cc1ccc(NS(=O)(=O)c2ccc(NC(=O)CN(c3cc([N+](=O)[O-])ccc3C)S(C)(=O)=O)cc2)c(C)c1	0.9	0.72	0	-4	19	8	1698	0.8	4	-1	0.8
CCOCCCNC(=O)c1c[nH]c2c(CC)cccc2c1=O	0.9	1.1	-4	-4	8	-4	1428	0.9	-8	6	1
COc1ccc(/C(O)=C2\C(=O)C(=O)N(c3cc(C)on3)C2c2cccc(OC)c2OC)cc1C (stereo not given)	1.1	0.041	19	15	14	.	2062*	0.9	16	7	1.1
CC1CCCCN1C(=O)COC(=O)c1n[nH]c2ccccc12 (stereo not given)	1	0.12	4	4	9	.	1384	0.9	5	1	1
COc1ccc2nc(-n3c(C)ccc3C)sc2c1	1.1	.	6	7	15	-1	1619	0.8	-4	0	0.9
COc1ccccc1NC(=O)C(=O)N/N=C(\C)CC(=O)Nc1ccccn1	1.1	-0.41	-1	1	-2	-29	1480	1	1	6	1.2
O=C(CCCOc1ccc(Cl)cc1Cl)Nc1cccnc1	1.1	1.5	2	10	14	.	1463	0.9	3	17	1.1
Cc1ccc(CNC(=O)C2CCCN(c3nc4ccccc4o3)C2)cc1 (stereo not given)	1	0.42	12	3	13	-12	1425	0.9	-1	11	1.1
CNCCOc1ccccc1-c1ccccc1	1	0.15	-3	-3	8	.	1419	0.9	-1	5	1
Cn1c(=O)[nH]c(=O)c2c1nc(Sc1ccccc1)n2CCc1ccccc1	1	.	2	10	11	6	1651	0.9	3	-1	1
CCN(CC)S(=O)(=O)c1ccc(C(=O)Nc2nnc(C(C)C)s2)cc1	1	.	-9	-3	12	12	1495	0.9	-3	-30	1
O=C(O)Cn1cnc2scc(-c3cccs3)c2c1=O	1.2	-0.03	6	11	-1	3	1570	1	8	3	1.2
Cc1ccc(OCC(=O)N2CCN(C(=O)CCC3CCCC3)CC2)cc1	1	.	16	8	10	-35	1499	0.9	2	2	1
CC(=O)NS(=O)(=O)c1ccc(N=c2ssc3c2-c2cc(C)ccc2NC3(C)C)cc1	1.1	0.35	3	-4	14	5	1594	0.9	-1	-1	1.1
Cc1ccccc1-c1nc(-c2ccc(NC(=O)c3ccc4c(c3)OCO4)cc2)no1	1	-0.62	15	3	0	.	1735	1	3	2	1
CC(C)(C)/C(O)=C/c1nc2ccccc2oc1=O	0.8	0.18	0	5	1	-21	1720	1	1	41	1
O=C(OCc1nc2ccc(Cl)cc2n1CCO)c1ccc(O)cc1	0.8	-0.059	-4	2	14	3	1594	0.9	-2	12	0.8
COc1ccc(Cc2nnc(NC(=O)CSc3ccc(C)cc3)s2)cc1OC	0.9	.	-1	-2	12	.	1596	0.9	-2	9	0.9
O=C(CNc1ccccc1OC(F)F)N1CCc2ccccc21	0.9	-0.44	3	-1	8	-27	1669	0.9	10	1	1.1
O=C(CSc1nc(O)c(Cc2ccccc2)c(=O)n1-c1ccccc1)N1CCOCC1	1	1.8	-5	2	2	.	1530	1	4	9	1
CC(=O)Oc1ccc(Oc2ccc(-c3noc(C)n3)cc2)cc1	0.8	-0.052	19	5	17	-27	1816	0.8	3	-4	0.8
Cc1c(/C=N/n2cnnc2)c2ccccc2n1CCOc1ccc(Cl)cc1	0.9	.	2	0	13	.	1431	0.9	4	5	0.9
Cc1ccc(/C(N)=N/OC(=O)c2ccc(F)cc2)cc1	1	.	-5	8	4	.	1571	1	14	-12	0.9
Cc1c(/C(Cc2ccccc2)=N/O)c2ccccc2n1C	0.8	-0.84	-2	-2	21	.	1452	0.8	-3	4	0.9
COCc1cc(Sc2ccc(Cl)cc2)nc(C)n1	1	0.4	12	1	4	-4	1642	1	8	6	1
COc1ccc(N2CCN(CC(=O)Nc3ccc(-n4cnnn4)cc3)CC2)cc1	0.8	.	0	-9	4	20	1422	1	1	1	1
CCOc1ccc(NC(=O)N(C2CCCCC2)C(C)c2ccncc2)cc1 (stereo not given)	0.8	.	-1	-4	17	-20	1409	0.8	-6	6	0.9
CCOC(=O)c1sc(=NC(=O)CCSc2ccccc2)n(C)c1C	1.1	.	-4	6	0	-17	1413	1	6	-2	1.1
CCNC(=O)N1CCOCC1	1	.	0	-10	12	.	1498	0.9	7	1	1
COc1cc(C=C(c2nc3ccccc3s2)c2nc3ccccc3s2)ccc1O	0.7	-0.034	8	1	25	19	1585	0.8	9	12	0.8

9 entries out of the list, sorted by formula weight, ascending.
SMILES	PMI act satM6P	ROMK mod	PPARg SRC-2 ag	PPARg SRC-3 ag	Diaph inh CS	S1P3 antag	SRC2 TRFRET art	Diaphorase act	PPARg SRC1 recr	G6PDH CS	PMI activator
CCNC(=O)N1CCOCC1	1	.	0	-10	12	.	1498	0.9	7	1	1
Cc1ccc(/C(N)=N/OC(=O)c2ccc(F)cc2)cc1	1	.	-5	8	4	.	1571	1	14	-12	0.9
Cc1c(/C(Cc2ccccc2)=N/O)c2ccccc2n1C	0.8	-0.84	-2	-2	21	.	1452	0.8	-3	4	0.9
COCc1cc(Sc2ccc(Cl)cc2)nc(C)n1	1	0.4	12	1	4	-4	1642	1	8	6	1
O=C(CNc1ccccc1OC(F)F)N1CCc2ccccc21	0.9	-0.44	3	-1	8	-27	1669	0.9	10	1	1.1
CCOC(=O)c1sc(=NC(=O)CCSc2ccccc2)n(C)c1C	1.1	.	-4	6	0	-17	1413	1	6	-2	1.1
Cc1c(/C=N/n2cnnc2)c2ccccc2n1CCOc1ccc(Cl)cc1	0.9	.	2	0	13	.	1431	0.9	4	5	0.9
COc1ccc(N2CCN(CC(=O)Nc3ccc(-n4cnnn4)cc3)CC2)cc1	0.8	.	0	-9	4	20	1422	1	1	1	1
O=C(CSc1nc(O)c(Cc2ccccc2)c(=O)n1-c1ccccc1)N1CCOCC1	1	1.8	-5	2	2	.	1530	1	4	9	1
